MEKK3 PB1 HTS = MEKK3-MEK5 PB1 interaction, increase or decrease. actives 1.4% (n = 290,000). bead-based flow cytometry, Alexa488-MEK5 binding to MEKK3; actives lie on both sides; 0 = blocked by unlabeled MEK5, 100 = vehicle. binding response (% of control), % at 10 µM. Q99759. AID 1529;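 active means binding response more than 3 SD above or below the average of its plate-row segment, actives on both sides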;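 further: Alexa488 bead fluorescence after subtracting the streptavidin-only scavenger bead signal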
VIM-2 inh = inhibitors of Pseudomonas aeruginosa VIM-2 metallo-beta-lactamase. inhibition, % at 5.6 µM. AID 1527. actives 0.89% (n = 290,000). purified VIM-2, nitrocefin hydrolysis, epi-absorbance fluorescence;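 active means inhibition above the mean of all tested compounds plus 3 SD, cutoff set per screening run, cut at about 7.5% in these data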;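 further: red hydrolysis product quenches plate fluorescence so inhibitors raise well fluorescence; 0% = enzyme with DMSO and 100% = DMSO without enzyme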
PHOSPHO1 block = blocks human PHOSPHO1 phosphatase activity; actives 1.1% (n = 290,000); recombinant PHOSPHO1, absorbance phosphatase assay; inhibition, % at 13.3 µM; Q8TCT1; in the data active means inhibition above about 60%
IMP-1 inhibitor = blocks Pseudomonas aeruginosa IMP-1 metallo-beta-lactamase; purified IMP-1, nitrocefin hydrolysis, epi-absorbance fluorescence; inhibition, % at 5.6 µM; actives 0.45% (n = 290,000); AID 1556;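 active means inhibition above the mean plus 3 SD of all compounds in the same screening run, cut at about 4.5% in these data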;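 further: 0% = IMP-1 with DMSO and 100% = DMSO wells lacking enzyme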
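assay system = purified recombinant IMP-1 metallo-beta-lactamase enzyme | schedule = 15 min preincubation plus 25 min reaction at 25 °C | signal = Epi-absorbance fluorescence, 480 nm excitation, 530 nm emission | read-out basis = percent inhibition from optical density relative to buffer-blank wells | controls = IMP-1 with DMSO as 0%, enzyme-free DMSO as 100%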
p-CIP stab down = compounds decreasing mouse p/CIP protein stability; decrease of EGFP signal, % at 10 µM; F442A p/CIP-EGFP cells, EGFP fluorescence, 16 h; actives 0.01% (n = 290,000); Q05BA5;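 active means EGFP signal decrease of at least 30% at 10 µM or well 3 SD below plate mean, unless failing retest; inactive means the rest, including hits failing retest or dose response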; further: some compounds called inactive have numbers as strong as hits; many of its hits are not listed in these tables
FID counter = fluorescent intercalator displacement, NS3 helicase counter-screen. DNA fluorescent intercalator displacement, fluorescence. inhibition, % at 7.9 µM. actives 0.17% (n = 290,000). AID 1845; in the data active means inhibition above about 37%;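 further: 0% = vehicle and 100% = reference compound; higher means more ethidium bromide displaced from hairpin DNA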
SUMO HTRF inh = blocks human SUMOylation mediated by UBC9; P63279; HTRF SUMOylation assay, SAE1/SAE2 + UBC9, in vitro; inhibition, % at 35 µM; actives 0.36% (n = 290,000); AID 2006; in the data active means inhibition above about 50%, passing the limit was not always enough; further: strong numbers were not always called active
IDE cell activ = IDE (human) activation, cell-based; P14735; HEK cells, FAbeta-B cleavage, fluorescence polarization; 0% vehicle, 100% cell-free pure enzyme wells; activation, % at 5.96 µM; actives 0.073% (n = 340,000);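 active means activation above the mean of all tested compounds plus 3 SD, set per screening campaign, cut at about 17% in these data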
Target sequence (P14735 whole entry, looked up): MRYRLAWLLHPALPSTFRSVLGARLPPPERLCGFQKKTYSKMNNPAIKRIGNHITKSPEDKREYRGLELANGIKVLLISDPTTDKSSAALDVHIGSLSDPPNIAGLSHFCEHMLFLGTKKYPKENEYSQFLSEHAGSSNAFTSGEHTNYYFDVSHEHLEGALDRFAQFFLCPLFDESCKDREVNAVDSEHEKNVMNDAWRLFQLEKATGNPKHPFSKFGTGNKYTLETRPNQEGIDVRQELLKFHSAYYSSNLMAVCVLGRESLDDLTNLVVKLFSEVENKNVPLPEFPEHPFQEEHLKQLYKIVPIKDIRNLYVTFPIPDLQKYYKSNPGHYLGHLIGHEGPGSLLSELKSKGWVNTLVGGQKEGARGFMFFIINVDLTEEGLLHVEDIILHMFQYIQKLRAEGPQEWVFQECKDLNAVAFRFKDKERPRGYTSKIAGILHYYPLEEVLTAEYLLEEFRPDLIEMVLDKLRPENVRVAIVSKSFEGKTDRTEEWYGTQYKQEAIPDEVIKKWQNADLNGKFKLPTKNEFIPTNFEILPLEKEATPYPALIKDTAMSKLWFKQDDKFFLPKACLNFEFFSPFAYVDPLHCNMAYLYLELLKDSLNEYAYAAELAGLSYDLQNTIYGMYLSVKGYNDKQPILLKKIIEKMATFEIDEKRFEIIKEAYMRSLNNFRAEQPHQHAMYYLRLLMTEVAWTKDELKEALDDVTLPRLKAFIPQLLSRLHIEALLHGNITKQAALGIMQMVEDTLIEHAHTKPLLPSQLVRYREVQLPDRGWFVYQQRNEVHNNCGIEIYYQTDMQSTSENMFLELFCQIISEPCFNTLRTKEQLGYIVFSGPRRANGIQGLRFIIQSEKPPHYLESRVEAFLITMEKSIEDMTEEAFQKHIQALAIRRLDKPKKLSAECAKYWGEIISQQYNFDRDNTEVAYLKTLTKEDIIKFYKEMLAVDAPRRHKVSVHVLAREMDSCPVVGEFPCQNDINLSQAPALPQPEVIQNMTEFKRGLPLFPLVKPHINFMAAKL
HCV NS3 hel inh = HCV NS3 helicase inhibition. NS3 helicase DNA unwinding, Cy5 molecular beacon fluorescence. inhibition, % at 10.9 µM. actives 0.56% (n = 290,000). AID 1800;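 active means inhibition above the mean of all tested compounds plus 3 SD, set per campaign, cut at about 35% in these data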;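 further: 0% = DMSO wells and 100% = thioflavine S control wells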
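Measured by: Cy5 fluorescence, 0 and 60 min reads / Assay system: NS3 helicase fragment of HCV / Control set: low DMSO, high thioflavine S at 110 µM / Times: 1 h reaction at 25 °C, ATP-initiated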
An asterisk follows results filed as active; x = not tested or not shown.

SMILES	MEKK3 PB1 HTS	VIM-2 inh	PHOSPHO1 block	IMP-1 inhibitor	p-CIP stab down	FID counter	SUMO HTRF inh	IDE cell activ	HCV NS3 hel inh
CC(=O)Oc1ccccc1C(=O)Nc1ccccc1C(=O)N1CCCC1	99	-2.3	36	-0.8	3	-8	0	8	2
Nc1ncnc(Nc2c(F)cccc2F)n1	70	3.0	30	-0.3	1	-10	20	0	7
CCCCCCOc1cccc(N)c1	100	-1.9	9	-2.6	-7	-1	7	1	6
CCN(CC)C(=N)/C(C#N)=N/Nc1ccc(C)cc1	108	-1.6	16	-2.1	-9	1	22	3	-12
CC(C(=O)Nc1ccccc1-c1ccccc1)N(C)Cc1nc2ccccc2c(=O)[nH]1 (configuration not stated)	102	-1.1	28	-2.0	3	-31	-8	10	4
Cc1ccc(F)c(NC(=O)CCc2ccccc2)c1	102	-1.8	11	-6.0	2	-2	17	2	-8
COc1cc(CNc2nc3c(C)cc(C)cc3s2)ccc1O	102	-3.9	23	-2.9	-5	-15	-5	0	-17
O=c1cc(CCl)nc2scc(-c3ccccc3)n12	98	4.9	25	-2.9	5	-2	25	2	15
COc1ccc(NC(=O)c2c[nH]n3c(=O)cc(C4CCN(C(=O)OC(C)(C)C)CC4)nc23)cc1Cl	97	-1.1	20	-3.8	7	-22	-8	3	36*
COc1ccc(-n2c(C)cc(/C=N/Nc3nnc(C)n3N)c2C)cc1	93	-0.9	-2	-3.0	-11	-7	21	3	1
O=C(NCCCN1CCN(CCCNC(=O)c2cc([N+](=O)[O-])ccc2Cl)CC1)c1cc([N+](=O)[O-])ccc1Cl	91	-2.1	0	-3.1	-16	29	6	4	-20
CCOc1ccc(N(CC(=O)NCCSCc2ccco2)S(=O)(=O)c2ccc(F)cc2)cc1	105	-3.2	17	-2.6	-2	-43	4	4	-3
NC(=S)N/N=C/c1cn(CCC(=O)O)nc1-c1cccc(Br)c1	92	-0.5	10	-3.4	-16	-21	20	1	-1
CC1(C)Cc2c(sc(NC(=O)c3ccc(S(=O)(=O)N4CCCCCC4)cc3)c2C(N)=O)C(C)(C)N1	106	-2.0	46	-3.9	-46	31	-5	4	-47
CCOc1ccc(N2C(=O)CC(NCc3ccc(S(N)(=O)=O)cc3)C2=O)cc1 (configuration not stated)	96	-3.4	18	-2.7	8	-3	4	-2	1
COc1ccc(CCNC(=O)CCCCC(=O)NCCc2ccc(OC)cc2)cc1	109	-2.4	25	-5.4	6	-4	8	4	4
O=C(CCSCc1ccccc1Cl)N1CCN(c2cccc(Cl)c2)CC1	119	-1.7	32	0.2	-2	-5	-39	-5	1
Cc1c(C(=O)NCc2ccccc2Cl)oc2c1C(=O)CCC2	99	-1.8	12	-2.5	-6	-16	-6	x	1
O=C(CSc1ccc2nnc(-c3ccc(Cl)cc3)n2n1)N1CCCC1	108	x	12	x	-4	x	22	-2	x
O=C(NCCc1ccc(F)cc1)N[C@@H](Cc1ccccc1)C(=O)O	100	-0.2	-3	-1.9	10	-3	2	-2	9
COc1ccc(CN(Cc2cccn2C)C(=O)c2cc3cc(OC)ccc3[nH]2)cc1	89	-1.8	23	-1.7	-5	-23	-3	10	-1
COc1ccc2c(c1)C1NC(=S)NC(C)(O2)C1C(=O)Nc1ccccc1C (configuration not stated)	96	-3.7	14	-3.0	-2	1	-33	-2	6
Cn1sc(NC(=O)c2ccccc2Cl)nc1=O	99	0.5	46	-2.0	-8	3	23	5	25
O=C(NC1CCS(=O)(=O)C1)c1cccs1 (configuration not stated)	102	-1.6	32	-0.4	-4	1	-16	1	8
CCOc1ccccc1CNCCNCC(C)O (configuration not stated)	103	-4.0	32	-2.8	-14	11	21	2	-10
O=C(CN1C(=O)c2ccccc2C1=O)Nc1cc([N+](=O)[O-])ccc1O	107	-4.1	32	-3.3	7	5	-7	3	5
CC(=O)OCC(=O)[C@@]1(O)CC[C@H]2[C@@H]3CCC4=CC(=O)C=C[C@]4(C)[C@@]3(Cl)[C@@H](Cl)C[C@@]21C	95	x	-10	x	-6	x	1	1	x
O=C(CCCCCNc1nc(=S)[nH]c2ccccc12)NCCc1c[nH]c2ccccc12	95	-3.2	20	-3.2	5	-10	0	0	2
Cc1ccc(S(=O)(=O)NCC2CCC(C(=O)NCc3ccc4c(c3)OCO4)CC2)cc1 (configuration not stated)	104	-3.5	1	-1.2	-4	-33	8	-3	-2
O=C(NCCCN1CCOCC1)c1ccc(CS(=O)(=O)c2cccc(C(F)(F)F)c2)o1	101	-0.9	-6	-2.2	7	6	3	-3	3
COc1ccc(OC)c(Cc2nnc(CCC(=O)NC(C3CC3)C3CC3)o2)c1	104	-1.6	28	-1.8	7	-19	14	2	15
COCCNC(=O)/C(C#N)=C/c1ccc(N2CCOCC2)o1	103	-3.9	7	-1.9	8	2	7	-16	-4
Cc1nn(Cc2ccccc2)c(C)c1C(=O)OCC(=O)c1cc(C)n(C2CC2)c1C	101	-0.2	-6	0.4	-7	-31	11	7	0
C/C(=N\N)c1c(-c2ccccc2)c2cc(Br)ccc2[nH]c1=O	97	-2.8	28	-2.2	-11	27	10	6	-5
CS(=O)(=O)Nc1cccc(C(=O)CC2(O)C(=O)Nc3ccc(Br)cc32)c1 (configuration not stated)	90	1.2	-3	-2.2	2	-3	18	2	-4
Nc1cc(N)c(OCC(F)(F)F)cc1OCC(F)(F)F	90	-4.0	16	-3.2	-1	0	49	8	25
Cc1ccc(S(=O)(=O)CCC(=O)OCC(=O)c2c(C)[nH]c3ccccc23)cc1	101	0.4	-16	-0.9	-6	-13	3	-2	-13
O=c1[nH]cnc2c1C(c1ccc(Cl)cc1)c1c(nc[nH]c1=O)O2	106	-3.0	4	-4.2	-14	-5	8	4	-5
Cc1ccc(/C=C2/SC(=Nc3ccc(F)cc3)NC2=O)s1	97	0.0	-25	-0.8	-15	-3	35	2	-8
CCOC(=O)CSc1nnc2c3ccccc3n(C)c2n1	101	4.2	24	-3.1	-19	-8	3	-1	-2
CCOC(=O)c1oc2nc(CC(C)C)c3c(c2c1N)CCC3	100	-1.0	28	-1.9	-16	-22	24	6	4
CCOc1ccccc1C(=O)Nc1nnc(CC)s1	99	6.6	-14	-2.1	-6	-22	-17	7	14
NC(=O)[C@@H]1CCCNc2c(I)cc([N+](=O)[O-])cc2C(=O)N[C@@H](CCCN=C(N)N)C(=O)N[C@@H](CCCN=C(N)N)C(=O)N1	100	-0.3	26	12*	8	47*	0	x	-70
O=C(O)COc1ccccc1/C=N/NC(=O)/C(=C\c1ccc2c(c1)OCO2)NC(=O)c1ccccc1	103	-4.1	-2	-2.6	5	-36	10	-7	-5
COc1cc(NC(=S)Nc2cccnc2)cc(OC)c1	101	-3.3	-38	-4.1	-19	6	72*	3	-48
Cc1ccccc1CN1CCC(n2nccc2NC(=O)CCOc2ccccc2)CC1	97	0.9	38	-0.7	-10	16	-10	6	1
Cc1ccc(N2CCN(C(=O)c3ccccc3Br)CC2)c(C)c1	104	-1.6	-21	-2.1	-6	-36	-2	-1	-4
CCCCNC(=O)C1CCC(CNS(=O)(=O)c2cccc3nsnc23)CC1 (configuration not stated)	100	-0.5	34	-0.5	3	-39	17	0	10
Cn1c(=O)c2c(nc(NCc3ccco3)n2Cc2ccc(Cl)cc2Cl)n(C)c1=O	101	-1.0	21	-1.0	-22	-2	31	3	8
O=C(CN1CCOCC1)Nc1ccc(S(=O)(=O)NC2CCCCC2)cc1	92	-4.1	-5	-2.2	-10	-13	3	-4	-8
Further results:
SMILES	MEKK3 PB1 HTS	VIM-2 inh	PHOSPHO1 block	IMP-1 inhibitor	p-CIP stab down	FID counter	SUMO HTRF inh	IDE cell activ	HCV NS3 hel inh
COc1ccc(C2OC34CCCCC3C(C#N)(C#N)C2(C#N)C(=N)O4)cc1 (configuration not stated)	104	-1.0	13	-1.3	-15	-4	23	1	-2
COc1ccc(C2C(O)C(c3c[nH]c4ccccc34)=NN2C(=O)CCl)cc1 (configuration not stated)	101	-2.0	-2	-4.7	-19	-9	4	2	9
Cn1c(=O)[nH]c(=O)c2c1nc(N1CCOCC1)n2CCSc1nc2ccccc2[nH]1	92	-2.3	14	-2.5	-3	-4	-4	0	13
O=C1/C(=C\c2cccs2)SC(=S)N1C1CCS(=O)(=O)C1 (configuration not stated)	104	-1.1	41	-3.3	-13	11	5	0	-1
CCOC(=O)c1cn2nc(Oc3cccc(F)c3)ccc2n1	100	-0.3	-26	-1.2	-5	-11	27	6	-14
c1ccc(-c2nc(-c3ccncc3)no2)cc1	102	-0.9	-26	-0.8	-12	-3	-4	3	0
Cc1cc(C(=O)N/N=C/c2ccccc2)c(C)o1	102	-3.2	4	-3.6	-2	-11	-4	2	3
CCN1C=CC(=C2C(=O)c3ccccc3C2=O)C=C1	103	0.9	11	-4.7	-17	10	17	6	10
O=C(O)CCC(=O)CCC(=O)c1ccccc1	101	-2.6	46	-1.9	-10	2	-1	2	1

Screening data as filed in PubChem BioAssay.

Some of the compounds tested (hit frequency here may not be typical).
